Screens: PubChem BioAssay, National Center for Advancing Translational Sciences (NCATS)
TbPYK inhibitor: T. brucei pyruvate kinase inhibition; TbPYK enzyme, Kinase-Glo Plus ATP luminescence, 45 min; Potency, µM (top dose mostly 76.8 µM), for the others: at the highest dose activity, negative = inhibition, most hits filed as inhibitors; actives 0.12% (n = 410,000); AID 624173; Q57TT1; further: potency means the concentration at half of the fitted maximal effect; on the % scale 0 is the no-effect control and ±100 the full control effect; nearly all actives have a fitted effect of over 50% in size
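Assay buffer: 50 mM TEA pH 7.2, 100 mM KCl, 10 mM MgCl2, 0.05% BSA, 0.01% Tween-20. Pyruvate kinase from T. brucei plus substrate met compound, then ADP (130 uM final). Luminescence was read post 45 min RT.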
AMA1 RON2 block: inhibitors of Plasmodium falciparum AMA1-RON2 interaction; AlphaScreen AMA1-biotinylated RON2 peptide binding; Potency, µM (titrated, usually from 58.2 µM), without a hit: at the top dose activity change, negative = inhibition, usual class: inhibitors; actives 0.2% (n = 360,000); AID 720542;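 further: potency means the concentration at half of the fitted maximal effect; 0% = vehicle wells and -100% = peptide control; nearly all actives have a fitted effect of over 45% in size; some results filed as inactive show a strong effect at the top dose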
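AMA1 (3D7) with his tag at 25 nM final met compounds first, then biotinylated RON2 peptide at 25 nM; detection used donor plus acceptor beads, 10 µg/mL apiece, read by AlphaScreen after 30 min at room temperature.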
LmPK inhibitor: inhibitors of Leishmania mexicana pyruvate kinase | AID 1721 | Potency, µM (doses to about 57.5 µM), for the others: at the highest dose activity change, negative = inhibition, most hits filed as inhibitors | actives 0.37% (n = 290,000) | purified LmPK, Kinase-Glo ATP luminescence, 1 h; further: potency means the concentration at half of the fitted maximal effect; on the % scale 0 is the no-effect control and ±100 the full control effect
Target sequence (Q27686 whole entry, looked up): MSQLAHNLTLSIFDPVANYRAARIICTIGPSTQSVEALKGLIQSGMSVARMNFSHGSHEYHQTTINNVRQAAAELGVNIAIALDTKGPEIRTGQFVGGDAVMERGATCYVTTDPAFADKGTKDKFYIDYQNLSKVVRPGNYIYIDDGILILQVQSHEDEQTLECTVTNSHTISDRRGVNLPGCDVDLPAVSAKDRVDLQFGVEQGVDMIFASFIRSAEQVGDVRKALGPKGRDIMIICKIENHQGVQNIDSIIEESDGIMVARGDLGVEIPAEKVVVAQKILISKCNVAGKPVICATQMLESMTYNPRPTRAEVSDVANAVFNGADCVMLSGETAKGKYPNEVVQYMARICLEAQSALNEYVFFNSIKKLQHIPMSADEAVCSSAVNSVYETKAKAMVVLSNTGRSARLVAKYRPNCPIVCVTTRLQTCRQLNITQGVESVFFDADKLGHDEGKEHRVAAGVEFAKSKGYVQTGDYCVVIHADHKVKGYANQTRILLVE
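Pyruvate kinase activity monitored as ATP production (luciferase luminescence). Conditions: 0.1 nM enzyme, 0.5 mM PEP, 0.1 mM ADP, 1 h, RT; normalized against uninhibited and no-enzyme wells.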
Cycloheximide cs: counter-screen hit for Shiga toxin inhibitors, cycloheximide; AID 2314; cell reporter, cycloheximide protein synthesis inhibition counterscreen; actives 12% (n = 300,000); max response, %; in the data active means max response mostly above about 13%, no sharp cut-off; inactive means mostly below about 14%; further: read at 38.3 µM for the half of the compounds with a filed dose; 0% is about no effect
Pf growth 48h: inhibits P. falciparum growth in the first generation, 48 h; P. falciparum luciferase growth in erythrocytes, 48 h; Potency, µM (doses to about 28.7 µM), without a hit: at the top dose activity change, negative = inhibition, usual class: inhibitors; actives 5.9% (n = 310,000); AID 504832; further: potency means the concentration at half of the fitted maximal effect; on the % scale 0 is the no-effect control and ±100 the full control effect
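A one-generation exposure of luciferase-tagged malaria parasites in RPMI 1640/Albumax erythrocyte culture, 37 C and 5% CO2. Inhibition is inferred from decreased luminescence after adding detection reagent.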
Pf growth 96h: P. falciparum growth inhibition at 96 hour, primary screen for plastid delayed-death inhibitors. P. falciparum luciferase reporter growth, 96 h. Potency, µM (highest dose often 28.7 µM), inactives show at the highest dose activity change, negative = inhibition, most hits filed as inhibitors. actives 6.9% (n = 320,000); further: potency means the concentration at half of the fitted maximal effect; on the % scale 0 is the no-effect control and ±100 the full control effect
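P. falciparum expressing integrated firefly luciferase grown in erythrocytes (2% hematocrit, 0.05% parasitemia final) with compounds for 96 hours at 37 C, 5% CO2. Growth inhibition read as loss of luminescence after adding luciferase detection reagent.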
Shiga inhibitor: Shiga toxin inhibition; Vero cells, Shiga toxin protein synthesis inhibition reporter; inhibition, % at 38.7 µM; actives 9.2% (n = 290,000); in the data active means inhibition mostly above about 28%, no sharp cut-off; inactive means mostly below about 43%; further: 0% is about no effect
Numbers without * were called inactive; i = inactive; ? = inconclusive; / = no result given; & = joins results of further samples; [ ] = remark or other dose. Unless noted, the call rests on the fitted dose curve; in most records, active means well fitted curve in the direction sought with a large enough effect; inconclusive means small, poorly fitted or top-dose-only effect, or another doubt; inactive means no such curve, though single readings can be large; an effect the other way counts as inactive or inconclusive.

Start of the data: the first 5 records (preview)
SMILES	TbPYK inhibitor	AMA1 RON2 block	LmPK inhibitor	Cycloheximide cs	Pf growth 48h	Pf growth 96h	Shiga inhibitor
Cc1ccc(N2CC(C(=O)NC3CC3)CC2=O)cc1 (centres undefined)	-3%	7%	-4%	-2	13%	-14%	12
Nc1cc(C(=O)OCC(=O)NC(c2ccccc2)c2ccccc2)ccc1Cl	1%	16%	5%	1	-5%	7%	-13
CCN(CC)CCn1c(N)cc(=O)[nH]c1=O	5%	17%	-1%	-2	-3%	11%	-7
COC1CC(O[C@H]2/C(C)=C/CC3CC(C[C@]4(CCC(C)C(C5CCCCC5)O4)O3)OC(=O)[C@H]3C=C(C)/C(=N/O)C4OC/C(=C\C=C\[C@@H]2C)[C@@]43O)OC(C)C1O (some centres undefined)	-2%	/	/	/	?	?	/
Cc1cccc(NC(=O)c2ccc([N+](=O)[O-])o2)c1C	1%	6%	0%	-4	15%	-11%	-14

Main list, from the start:
SMILES	TbPYK inhibitor	AMA1 RON2 block	LmPK inhibitor	Cycloheximide cs	Pf growth 48h	Pf growth 96h	Shiga inhibitor
Cc1ccc(N2CC(C(=O)NC3CC3)CC2=O)cc1 (centres undefined)	-3%	7%	-4%	-2	13%	-14%	12
Nc1cc(C(=O)OCC(=O)NC(c2ccccc2)c2ccccc2)ccc1Cl	1%	16%	5%	1	-5%	7%	-13
CCN(CC)CCn1c(N)cc(=O)[nH]c1=O	5%	17%	-1%	-2	-3%	11%	-7
COC1CC(O[C@H]2/C(C)=C/CC3CC(C[C@]4(CCC(C)C(C5CCCCC5)O4)O3)OC(=O)[C@H]3C=C(C)/C(=N/O)C4OC/C(=C\C=C\[C@@H]2C)[C@@]43O)OC(C)C1O (some centres undefined)	-2%	/	/	/	?	?	/
Cc1cccc(NC(=O)c2ccc([N+](=O)[O-])o2)c1C	1%	6%	0%	-4	15%	-11%	-14
CC(C)N1CCN(Cc2coc3ccccc3c2=O)CC1CCO (centres undefined)	-2%	-2%	-3%	17*	17%	0%	24
COc1ccc(C(=O)Nc2ccc(C(=O)OCC(=O)c3ccccc3)cc2)cc1	-3%	15%	-2%	19*	10%	-10%	40
CSc1nnc(-c2ccco2)n1-c1ccccc1	-3%	3%	0%	5	/	43%[activator]	-11
CN(C)Cc1nc2ccccc2c(=O)n1Cc1nc(-c2cccc([N+](=O)[O-])c2)cs1	-8%	-4%	14%	6	?	?	-10
Cc1ccc(C(=O)N/C(=C\c2ccco2)C(=O)N2CCOCC2)cc1C	1%	20%	-3%	3	?	?	-7
O=S(=O)(Nc1nc2ccccc2nc1Cl)c1ccc2ccccc2c1	4%	5%	1%	-2	11%	6%	-1
CC(C)Sc1nc2c(c(=O)n(C)c(=O)n2C)n1Cc1ccc(Cl)cc1	0%	4%	0%	3	?	?	-9
O=C(/C=C/c1ccco1)Nc1ccccc1N1CCCC1	-1%	-16%	1%	12*	24%[5.75 µM]	?	40
CCCNS(=O)(=O)c1ccc2c(c1)CCCN2C(C)=O	0%	5%	1%	1	37%[activator]	94%[activator]	15
COc1cc(CNc2ccccc2Oc2cc(=O)n(C)c(=O)n2C)cc(OC)c1OC	-1%	12%	-2%	5	?	?	3
Cn1nc(C(=O)NNC(=O)CCc2ccccc2Cl)c2ccccc2c1=O	-4%	100%[activator]	/	/	?	?	/
Cc1ccc(CSCC(=O)N/N=C/c2ccc(OCC(=O)Nc3ccc(C)cc3)cc2)cc1	3%	-12%	6%	-1	/	?	-3
CCCC(CCC(=O)Nc1cc([N+](=O)[O-])ccc1O)C(=O)O (centres undefined)	3%	3%	19%	2	35%[activator]	29%	4
S=c1[nH]c2ccccc2n1CCOc1ccccc1	?	45%[activator]	-2%	21*	?	?	/
Cc1c(/C(O)=C2\C(=O)C(=O)N(CCCN(C)C)C2c2ccccc2)cnn1-c1ccccc1 (centres undefined)	1%	16%	1%	-4	65%[5.75 µM]	386%[activator]	-7
COn1c(-c2ccc(Cl)cc2)nc2ncccc21	-5%	4%	-2%	49*	59%[activator]	62%[activator]	60*
O=C(CCc1ccc(S(=O)(=O)N2CCOCC2)cc1)Nc1ccc2ccccc2c1	9%	-5%	3%	-6	/	5.2µM*	-13
C=CCSC1=C(C#N)C(c2ccccc2)CC(=O)N1 (centres undefined)	0%	29%	7%	-3	-20%	/	-6
CC(=O)Nc1ccc(NS(=O)(=O)c2ccc3c(c2)oc(=O)n3C)cc1	-4%	-1%	2%	-1	6%	4%	-4
C=CCc1ccc(OCCn2nnc3ccccc32)c(OC)c1	6%	0%	-7%	50*	28%	?	53*

More records
SMILES	TbPYK inhibitor	AMA1 RON2 block	LmPK inhibitor	Cycloheximide cs	Pf growth 48h	Pf growth 96h	Shiga inhibitor
CCc1ccc(C2C(C#N)=C(N)C(C#N)(C#N)C3=CCC(C(C)(C)C)CC32)cc1 (centres undefined)	-26%	39%[activator]	4%	16	13µM*	13µM*	23
O=C(Cc1cccs1)NCCS(=O)(=O)N1CCN(c2cccc(Cl)c2)CC1	7%	3%	/	/	?	-2%	/
CCCCCCNc1nc(OC)nc(N2CC3CC(C2)c2cccc(=O)n2C3)n1 (centres undefined)	2%	-3%	-3%	14	8.3µM*	5%	43
Cc1ccc(Nc2nc(/N=C/N(C)C)n[nH]2)cc1C	-1%	-13%	-7%	51*	i	145%[activator]	86*
Cc1ccc(C(=O)NNC(=O)c2ccc(SCC3CCCO3)c([N+](=O)[O-])c2)cc1 (centres undefined)	-3%	39%[activator]	3%	-3	18%	-33%	46
CCN1C(=NCCOC)N[C@@H](c2cccc(F)c2)C(C(=O)OC)=C1C	-8%	-3%	-5%&-1%	3&1	-9%&19%	?	5&-1
CC(C)C(=O)Nc1ccc(Br)cc1Cl	-22%	20%	0%	5	50%[activator]	-13%	19
COc1ccc(CN2C(=O)c3cccnc3C2Nc2ccc(C)cc2)cc1 (centres undefined)	-2%	-16%	2%	-1	?	49%[activator]	-6
COC(=O)c1cc(S(=O)(=O)N2CCN(c3ccc(OC)cc3)CC2)cn1C	-4%	2%	-1%	19	-1%	-2%	12
Cc1c(C(=O)O)cnc2cc(-c3ccc(Cl)cc3)nn12	1%	2%	-23%	16*	61%[activator]	10%	30
CC(C(=O)Nc1nccs1)c1ccc([N+](=O)[O-])cc1 (centres undefined)	6%	-11%	-2%	-2	?	62%[activator]	-10
CN(C)S(=O)(=O)c1ccc(S(=O)(=O)N2CCCC2)cc1	-12%	1%	0%	1	/	-32%	-4
Cc1snc(SCc2c(F)cccc2Cl)c1C#N	3%	48%[activator]	8%	-3	?	8%	-7
CCn1c(COc2ccc(=O)n(-c3ccccc3)n2)nnc1SCC(=O)OC	-6%	-14%	-6%	-6	?	-12%	-3
CS(=O)(=O)N(CC(=O)Nc1ccccc1Cl)c1ccc(Cl)cc1	3%	6%	-2%	3	12%	2%	26
COc1ccc(CCCc2nnc(SCC(=O)Nc3ccc(C)c(C)c3)o2)cc1	-1%&-3%	1%	-4%	1	/	-13%	-8
Cc1nc(NC(=O)CSc2nnnn2C)sc1C	3%	6%	-1%	40*	344%[activator]	62%[activator]	71*
Cc1noc(C)c1C(=O)Nc1nccs1	-4%	-4%	0%	-3	13%	18%	-10
CCc1nc2c(cnn2-c2ccc(Cl)cc2)c(=O)n1-c1ccc2c(c1)OCCO2	5%	1%	6%	-1	0%	?	-8
Cc1ccc(-c2csc3ncnc(Sc4nnc(CN5CCCCCC5=O)o4)c23)cc1	4%	-24%	-2%	-3	12µM*	15µM*	-32
CCOc1ccc(C(=O)Oc2cc(C)[nH]c(=O)c2[N+](=O)[O-])cc1	1%	1%	-3%	-1	37%[activator]	42%[activator]	-9
Cc1nc2cc(NC(=O)CS(=O)(=O)c3ccccc3)ccc2s1	-3%	-1%	/	/	69%[activator]	65%[activator]	/
CCC1=C(OC(=O)N(CC)CC)N2C(=O)OC(=NCCc3c[nH]c4ccccc34)[C@]2(C)[C@H]2C1=CC[C@H]1C(=O)NC(=O)[C@H]12	-6%	-6%	-3%	-2	12µM*	?	-2
CC1(C)Cc2c(sc(NC(=O)c3ccco3)c2C#N)CO1	-9%	10%	0%	28*	223%[activator]	/	22
O=C(COC(=O)c1ccccc1SCC(=O)NC1CCCCC1)NC1CCCCC1	-7%	-5%	2%	-6	/	-25%	-12

Additional records follow.
SMILES	TbPYK inhibitor	AMA1 RON2 block	LmPK inhibitor	Cycloheximide cs	Pf growth 48h	Pf growth 96h	Shiga inhibitor
CC1CCN(c2ccccc2N)CC1	/	16%	-2%	-3	9%	/	1
CCN(CC)C(=O)c1sc(NC(=O)C(Sc2ccccc2)c2ccccc2)c(C(=O)OC(C)C)c1C (centres undefined)	-4%	-1%	-4%	17	/	0.41µM*	-11
CCOC(=O)c1ccc(NC(=O)N2CCN(c3cccc(OC)c3)CC2)cc1	-10%	-20%	1%	12	?	-2%	-2
Cc1ccc(C(C)C)c(OCC(O)CN2CC(C)OC(C)C2)c1 (centres undefined)	-16%	?	8%	-2	?	23%	-7
COc1cc(/C=C/C(=O)N2CC(C)OC(C)C2)cc(OC)c1OC (centres undefined)	3%	-6%	3%	-3	3%	200%[activator]	-4
Cc1cc(OCC(=O)Nc2c(C)n(C)n(-c3ccccc3)c2=O)ccc1[N+](=O)[O-]	-8%	0%	4%	1	40%[activator]	-13%	-13
O=C(CN1CCN(c2ccccc2F)CC1)NCc1ccccc1	5%	-8%	0%	1	9%	-11%	13
Cc1cccc(-n2cnc(C(=O)N/N=C\c3ccc(Br)cc3)c2)n1	-7%	-9%	-2%	-1	/	15%	-11
Cc1ccc(OCC(=O)OCC(=O)c2ccccc2)cc1C	1%	19%	-5%	0	17%	?	-5
COc1ccc(NC(=O)NNC(=O)c2ccc(-c3ccccc3)cc2)cc1	-8%	32%[activator]	-12%	-5	5%	12%	-6
CC(C)C(NS(=O)(=O)c1cccc2nsnc12)C(=O)NCCC1=CCCCC1 (centres undefined)	0%	0%	2%	-6	/	?	-9
CC(C)c1ccc(S(=O)(=O)N2CCC3(CC2)OCCO3)cc1	-4%	2%	-1%	-1	-3%	73%[activator]	-8
O=C(O)CCC(=O)N1CN2CN(C(=O)CCC(=O)O)CC([N+](=O)[O-])(C2)C1	-1%	-17%	1%	-4	11%	38%[activator]	-4
CC(=O)C1=C(O)CC(c2ccccc2)CC1=NCCc1ccccc1 (centres undefined)	5%	-11%	7%	0	-27%	?	-11
COC(=O)[C@@H]1C[C@@]2(O)[C@H](O)[C@H](O)[C@H](O)C[C@H]2N1C/C=C/c1ccccc1	-3%	6%	6%	-5	47%[activator]	17%	-6
CCOc1cc2c(cc1OC)C(c1cccc([N+](=O)[O-])c1)NCC2 (centres undefined)	?	15%	-1%	-8	-21%	16%	-5
Nc1ccc(-c2nc3ncccc3o2)cc1	2%	-2%	-8%	34*	50%[activator]	?	31*
O=C(NCC(c1ccco1)N1CCN(c2ccc(F)cc2)CC1)OCc1ccccc1 (centres undefined)	3%	-16%	-1%	21	?	?	-6
O=C(O)C1C2CC3C(OC(=O)C31)C2Cl (centres undefined)	-1%	7%	-7%	2	1%	1%	-3
